Cdc42 wt = modulators of GTP binding to wildtype Cdc42, primary screen, biochemical, multiplex bead flow cytometry, Bodipy-GTP; GST-Cdc42 beads; actives lie on both sides; 190,000 compounds, 0.2% hits; Cell division control protein 42 homolog (Homo sapiens), P60953; percent activity (GTP binding), % at 10 µM;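 active = percent activity GTP binding at least 20 points away from the 100% baseline, either down as inhibitor or up as activator; inconclusive = compound flagged as likely green fluorescent from well-wide comparison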;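 note: median bead fluorescence of bound Bodipy-FL-GTP at 100 nM; 0% = excess unlabeled GTP control and 100% = no compound control; below 100% means less GTP binding so inhibitor and above means activator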
Target sequence (P60953 whole entry, looked up): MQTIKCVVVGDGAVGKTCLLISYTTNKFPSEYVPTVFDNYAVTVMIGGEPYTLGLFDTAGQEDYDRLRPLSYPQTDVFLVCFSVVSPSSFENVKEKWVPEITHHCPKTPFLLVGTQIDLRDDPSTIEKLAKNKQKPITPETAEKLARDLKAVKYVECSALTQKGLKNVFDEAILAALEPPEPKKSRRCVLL
Rab2A wt mod = modulators of GTP binding to Rab2A wildtype, primary screen, biochemical, dog, bead-based flow cytometry, multiplex | Ras-related protein Rab-2A (Canis lupus familiaris), P61105 | GST-Rab2 wt beads, Bodipy-GTP binding | GTP binding activity, % at 10 µM | 190,000 compounds, 0.19% hits | AID 760, 2007;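 active = GTP binding activity at least 20 points away from 100%, either lowered or raised; inconclusive = signal likely due to the compound's own green fluorescence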;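 note: 0% = beads with excess unlabeled GTP and 100% = no-compound control corrected for plate trend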
Rac1 act GTP bind = GTP binding modulators of activated mutant Rac1, primary screen, biochemical, bead-based flow cytometry, multiplex, fluorescent GTP; 190,000 compounds, 0.11% hits; Ras-related C3 botulinum toxin substrate 1 (Homo sapiens), P63000; GST-Rac1 activated beads; actives lie on both sides; 100% means binding = to untreated wells; percent activity (GTP binding), % at 10 µM;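 active = GTP binding at least 20 percentage points away from the 100% baseline, in either direction, so actives lie on both sides; inconclusive = Compound likely fluorescent itself, or too few beads counted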
HRas wt GTP = modulators of GTP binding to HRas wildtype, primary screen, biochemical, bead-based flow cytometry, multiplex | 190,000 compounds, 0.14% hits | GTPase HRas (Homo sapiens), P01112 | GTP binding activity, % at 10 µM | GST-Ras wt beads, Bodipy-FL-GTP binding; actives lie on both sides;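 active = GTP binding activity at least 20% away from the 100% baseline, either lowered as inhibitor or raised as activator; inconclusive = flagged as likely green fluorescent, judged across all proteins in the well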;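 note: 0% = unlabeled GTP competition control and 100% = no-compound control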
Target sequence (P01112 whole entry, looked up): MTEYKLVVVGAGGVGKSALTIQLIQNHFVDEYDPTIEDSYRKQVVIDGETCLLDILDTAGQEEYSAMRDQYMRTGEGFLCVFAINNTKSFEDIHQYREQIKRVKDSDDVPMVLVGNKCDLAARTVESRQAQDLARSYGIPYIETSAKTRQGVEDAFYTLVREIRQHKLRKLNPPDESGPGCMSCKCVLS
Rab7 wt GTP bind = modulators of GTP binding to Rab7, primary screen, biochemical, wildtype, multiplex bead flow cytometry | 190,000 compounds, 0.055% hits | GST-Rab7 beads, fluorescent GTP binding; actives lie on both sides; untreated = 100%, excess cold GTP = 0% | GTP binding activity (percent of control), % at 10 µM | AID 758, 2007;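 active = fluorescent GTP binding to Rab7 beads changed by at least 20 points from the 100% baseline, either direction, mostly lower; inconclusive = compound itself probably fluorescent, or too few beads counted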;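 note: median green fluorescence of bound Bodipy-FL-GTP per Rab7 bead population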
GSH fluor = compound fluorescence on glutathione beads, profiling panel, artefact control, biophysical, 488/530 nm, flow cytometry | GSH beads flow cytometry, compound fluorescence 488/530 nm; stronger effect = higher value | fluorescence (KMESF) at 10 µM | 190,000 compounds, 0.25% hits; in the data active = fluorescence above about 89;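 note: glutathione beads carrying GST-tagged Bcl family fusion proteins plus one bare bead set; values are compound well signal with DMSO vehicle wells as background; inactives centre near 16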
Pf gametocyte = late stage P. falciparum gametocyte viability inhibitors, primary screen, ATP luminescence, HTS. 150,000 compounds, 0.065% hits. AID 743093, 2013. inhibition, % at 10.9 µM. P. falciparum stage V gametocytes, 24 h;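 active = inhibition above the mean plus 3 SD of compounds within the control limits, set per campaign, cut at about 38% in these data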;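 note: 0% = DMSO wells and 100% = medium only without gametocytes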
ABCG2 inh = ABCG2 efflux pump inhibitors, primary screen, multiplex with ABCB1, IgMXP3 cells, flow cytometry; Broad substrate specificity ATP-binding cassette transporter ABCG2 (Homo sapiens), Q9UNQ0; inhibition, % at 6.6 µM; 190,000 compounds, 0.1% hits; JC-1 efflux; AID 1325, 2008;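 active = inhibition above 80%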;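 note: 0% = DMSO and 100% = nicardipine control wells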
Target sequence (Q9UNQ0 whole entry, looked up): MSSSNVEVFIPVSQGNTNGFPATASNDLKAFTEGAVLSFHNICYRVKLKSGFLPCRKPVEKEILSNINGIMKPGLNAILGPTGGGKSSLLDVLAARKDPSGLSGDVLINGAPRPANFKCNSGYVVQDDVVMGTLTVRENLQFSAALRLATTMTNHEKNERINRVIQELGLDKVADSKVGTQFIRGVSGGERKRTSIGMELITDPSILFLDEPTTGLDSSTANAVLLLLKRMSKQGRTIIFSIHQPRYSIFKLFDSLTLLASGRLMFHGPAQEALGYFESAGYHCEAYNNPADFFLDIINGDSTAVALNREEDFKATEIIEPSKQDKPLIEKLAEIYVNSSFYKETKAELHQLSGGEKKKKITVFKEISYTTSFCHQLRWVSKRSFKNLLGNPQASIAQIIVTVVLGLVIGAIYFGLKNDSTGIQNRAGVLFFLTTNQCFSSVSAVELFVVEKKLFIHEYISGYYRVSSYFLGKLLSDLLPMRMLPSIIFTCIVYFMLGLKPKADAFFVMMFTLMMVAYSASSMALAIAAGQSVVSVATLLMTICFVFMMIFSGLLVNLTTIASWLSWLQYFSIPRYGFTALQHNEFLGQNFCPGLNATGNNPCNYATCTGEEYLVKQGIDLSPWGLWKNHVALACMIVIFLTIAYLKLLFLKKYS
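Test system: IgMXP3 (ABCG2) plus far-red-tagged CCRF-Adr (ABCB1) cells. Reagent: JC-1 dye as substrate. Timing: 10 min exposure at 25 °C with rotation, no wash. Measured by: flow cytometric JC-1 green MFI at 530 nm. Read-out: percent efflux inhibition, scaled nicardipine 100% to DMSO 0%. Control set: nicardipine and DMSO wells.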
Avidin fluor = green autofluorescence of compounds with avidin beads – biophysical, 488/530 nm, flow cytometry, artefact control, profiling panel; compound fluorescence 488/530 nm; stronger effect = higher value; AID 1775, 2009; 220,000 compounds, 0.38% hits; fluorescence (KMESF) at 10 µM; in the data active = fluorescence above about 47; note: inactives centre near 10
Rac1 wt GTP bind = wildtype Rac1 GTP binding modulators, primary screen, biochemical, GST-Rac1 beads, flow cytometry, multiplex | Ras-related C3 botulinum toxin substrate 1 (Homo sapiens), P63000 | GTP binding activity (% of control), % at 10 µM | fluorescent GTP binding; actives lie on both sides; 0 = cold GTP competed, 100 = untreated | AID 757, 2007 | 190,000 compounds, 0.27% hits;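 active = GTP binding activity at least 20 points away from the 100% control level, either lower or higher; inconclusive = compound flagged as likely green fluorescent, judged across all proteins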
ABCB1 block = ABCB1 efflux pump inhibitors, primary screen, cell-based, multiplex, flow cytometry, ABCG2 counter-screen. CCRF-Adr cells, JC-1 efflux. AID 1326, 2008. inhibition, % at 6.6 µM. ATP-dependent translocase ABCB1 (Homo sapiens), P08183. 190,000 compounds, 0.067% hits; in the data active = inhibition above about 40%;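 note: 0% = vehicle and 100% = reference inhibitor; higher value means more JC-1 retained so stronger ABCB1 efflux block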
* marks the source's active call; other numbers are inactive results; ? = inconclusive; · = no result given.

SMILES	Cdc42 wt	Rab2A wt mod	Rac1 act GTP bind	HRas wt GTP	Rab7 wt GTP bind	GSH fluor	Pf gametocyte	ABCG2 inh	Avidin fluor	Rac1 wt GTP bind	ABCB1 block
COc1ccccc1-c1c(C)nn2c(N3CCC4(CC3)OCCO4)cc(C)nc12	106	103	103	105	108	8	·	1	7	111	0.8
Oc1ccccc1NCC(O)Cn1ccc2ccccc21 (stereo not given)	96	98	97	99	96	11	-14	-10	11	102	-6.3
O=C(CNC(=O)c1ccco1)OCC(=O)c1ccc(Cl)cc1	104	101	99	103	107	9	-29	0	10	104	0.3
CCCN1Cc2cccc(C(=O)Nc3ccc(CC)cc3)c2C1=O	104	91	98	100	100	21	8	61	26	107	5.1
Cc1cc(=O)oc(C)c1C(=O)NCCCN1CCN(c2ccccc2F)CC1	103	103	101	103	101	16	-13	1	40	105	0.5
COc1cc2c3nnc(-c4ccccc4)c-3cn(Cc3ccccc3F)c2cc1OC	94	96	97	93	97	24	10	1	8	95	0.2
CC(C)CC1NC(=O)N(Cc2cc(=O)n3ccsc3n2)C1=O (stereo not given)	96	95	95	95	94	23	·	0	12	97	-0.2
O=C(O)CCCCn1c(SCc2cc(=O)n3cc(Cl)ccc3n2)nc2ccsc2c1=O	98	96	93	97	103	23	2	13	1	100	1.9
O=C(CN(C1CCCCC1)S(=O)(=O)c1ccc(Br)cc1)NCc1cccnc1	94	96	95	94	96	18	15	2	6	94	1.4
CC(C)NC(=O)C1CCN(C2CCN(C(=O)Cc3ccc4c(c3)OCO4)CC2)CC1	98	100	94	99	105	10	-3	-2	3	99	-0.5
CN(C(=O)COC(=O)c1ccc(Cl)cc1N)C1CCCCC1	92	97	94	96	102	14	·	8	13	96	0.2
Nc1cc(Cl)ccc1C(=O)OCC(=O)NC1CCS(=O)(=O)C1 (stereo not given)	99	97	97	99	98	15	·	-1	8	96	-0.3
CN(C)c1ccnc(Oc2ccc(C(C)(C)C)cc2)c1C#N	99	101	99	100	97	26	·	-1	7	100	-4.3
CCOC(=O)c1ccc(N/C=C/C(=O)C(C)(C)C)cc1	97	99	98	100	104	17	4	3	14	100	0.4
CCNC(=S)NNC(=O)CC(C)C	92	99	97	97	100	17	-3	0	5	99	0.4
CC(C)(C)NC(=O)CSc1nncn1NCc1ccccc1	101	100	100	99	99	22	·	2	13	100	0.8
CCOC(=O)c1cccnc1SCC(=O)N(CC)c1cccc(C)c1	106	102	105	105	101	4	·	1	8	108	0.3
COc1cc(CCCN2C(=S)NC[C@@H]2CCCCN)cc(OC)c1OC	98	99	98	100	106	20	-16	1	5	97	0.5
COCCNC(=O)/C(C#N)=C/C=C/c1ccccc1[N+](=O)[O-]	?	?	?	?	?	16	-17	30	12	?	0.7
Cc1ccc(/C=C/C(=O)Nc2nn[nH]n2)o1	103	98	99	101	98	18	-7	-4	9	106	-1.9
CCOC(=O)c1ccc[n+](CC(=O)Nc2ccccc2OC(F)F)c1	98	100	95	99	102	15	3	0	8	98	0.4
O=C(CN1C(=O)c2ccccc2C1=O)NCC1CCCO1 (stereo not given)	103	97	95	98	101	14	·	0	26	99	0.0
CCC(C)CCCCNC1=NCCS1 (stereo not given)	96	97	96	98	98	10	5	2	11	99	0.5
Cc1cc(NC(=O)CSc2nc(-c3ccc(F)cc3)cs2)no1	101	101	97	102	101	15	·	1	14	105	-0.1
Cc1cc(=O)[nH]c2c3ccccc3nn12	92	92	91	92	95	11	-11	25	10	93	0.1

Copied from the list:
CCC(C)CCCCNC1=NCCS1 (stereo not given) – Avidin fluor = 11
CCOC(=O)c1ccc[n+](CC(=O)Nc2ccccc2OC(F)F)c1 – Rac1 wt GTP bind = 98

Gathered by group, the entries above with an aryl methoxy group (3)
SMILES	Cdc42 wt	Rab2A wt mod	Rac1 act GTP bind	HRas wt GTP	Rab7 wt GTP bind	GSH fluor	Pf gametocyte	ABCG2 inh	Avidin fluor	Rac1 wt GTP bind	ABCB1 block
COc1ccccc1-c1c(C)nn2c(N3CCC4(CC3)OCCO4)cc(C)nc12	106	103	103	105	108	8	·	1	7	111	0.8
COc1cc2c3nnc(-c4ccccc4)c-3cn(Cc3ccccc3F)c2cc1OC	94	96	97	93	97	24	10	1	8	95	0.2
COc1cc(CCCN2C(=S)NC[C@@H]2CCCCN)cc(OC)c1OC	98	99	98	100	106	20	-16	1	5	97	0.5

Back to the main list with the 2 entries that preceded the break.
SMILES	Cdc42 wt	Rab2A wt mod	Rac1 act GTP bind	HRas wt GTP	Rab7 wt GTP bind	GSH fluor	Pf gametocyte	ABCG2 inh	Avidin fluor	Rac1 wt GTP bind	ABCB1 block
Cc1cc(NC(=O)CSc2nc(-c3ccc(F)cc3)cs2)no1	101	101	97	102	101	15	·	1	14	105	-0.1
Cc1cc(=O)[nH]c2c3ccccc3nn12	92	92	91	92	95	11	-11	25	10	93	0.1
CCOC(=O)N1CCN(c2nc(-c3ccc(Cl)cc3)cs2)CC1	107	104	101	102	102	11	·	3	9	109	0.6
CC(C(=O)Nc1ncccn1)(c1ccccc1)c1ccccc1	98	102	94	99	109	19	-15	0	9	98	0.1
COc1cccc(C(C)NC(=S)NCc2ccc(Cl)cc2)c1 (stereo not given)	91	96	91	96	107	14	·	6	10	97	0.9
CCOc1ccc(NCC2CCOC(C)(C)C2)cc1 (stereo not given)	104	96	101	97	95	20	6	30	17	103	-0.5
CCN1CCn2c3c(c4cc(Cl)ccc42)CCCC31 (stereo not given)	102	100	101	99	99	25	-6	27	36	105	1.5
C1CN(c2nc3nonc3nc2N2C[C@H]3CC[C@H]2C3)CCS1	95	98	96	97	98	11	6	-4	7	97	-1.3
CC1(C)CC(=O)C(N=Nc2ccc(-c3ccccc3)cc2)=C(O)C1	98	96	96	95	96	12	16	3	19	95	0.9
Cc1ccc2nc(SCC(=O)Nc3ccc(F)c([N+](=O)[O-])c3)[nH]c2c1	99	98	97	101	101	18	0	2	13	100	0.1
NNC(=O)c1ccc(COc2cccc3cccnc23)cc1	98	97	97	96	102	14	9	0	9	97	-0.1
Cc1ccc(CN(c2ccc(C(=O)Nc3cccnc3)cc2)S(C)(=O)=O)cc1	103	100	97	102	102	10	2	3	4	106	0.7
O=C(O)c1cccc(Cn2cccn2)c1	107	105	102	104	103	16	·	·	6	107	·
Cc1ccc(CSCCNC(=O)c2ccc(N(C)S(=O)(=O)c3ccccc3)cc2)cc1	98	97	95	97	97	27	·	5	12	99	0.5
C/C(=N/OC(=O)C1CC12CCC2)c1ccc(Br)cc1 (stereo not given)	101	101	99	104	108	12	-9	28	7	98	1.5
CC(NC(=O)c1cn(C(C)c2ccccc2F)nn1)c1ccncc1 (stereo not given)	98	98	95	99	100	18	11	5	9	102	0.1
COc1ccc2cc(C#N)c(Cl)nc2c1	96	96	96	97	100	11	3	18	11	96	1.2
CCOc1cc(S(=O)(=O)Nc2cc(C)cc(C)c2)ccc1Cl	98	99	96	95	100	13	3	7	8	102	0.9
CCOC(=O)COc1ccc2nsnc2c1Cl	102	101	101	102	100	35	7	4	9	102	-0.2
CCc1ccc(CN/C=C/C(=O)c2ccc(Br)cc2)cc1	100	97	95	98	97	25	1	43	28	102	0.9
COC(=O)c1cc2c(C)nn(-c3ccccc3)c2s1	95	95	95	95	96	12	-11	1	32	95	0.1
COc1ccc(S(=O)(=O)Nc2ccc(O)c(Sc3ncn[nH]3)c2)cc1	102	97	100	97	95	17	·	-1	20	102	-0.2
COC(=O)c1ccccc1NC(=O)CCNC(=O)Cn1cnc2ccccc2c1=O	105	107	103	105	102	24	·	0	11	106	-0.2
COc1cc(/C=C(\C#N)c2nc3ccccc3[nH]2)cc(OC)c1O	94	93	93	92	93	23	5	4	14	91	0.5
O=C(O)C1C2C=CC(C2)C1C(=O)Nc1cccc(C(=O)N2CCCCC2)c1 (stereo not given)	103	100	102	104	100	19	·	2	33	107	0.3
CCCCS(=O)(=O)Nc1ccc2cn[nH]c2c1	92	91	92	92	91	19	-1	3	10	93	0.5
O=CN1CCN(C(=O)c2ccc([N+](=O)[O-])cc2)CC1	103	102	101	104	101	9	13	4	4	105	0.3

Other records follow.
SMILES	Cdc42 wt	Rab2A wt mod	Rac1 act GTP bind	HRas wt GTP	Rab7 wt GTP bind	GSH fluor	Pf gametocyte	ABCG2 inh	Avidin fluor	Rac1 wt GTP bind	ABCB1 block
COc1ccccc1CNCc1ccc(OC)c(OC)c1OC	102	101	100	101	100	14	·	3	3	105	0.2
Cc1ccc(C)c2nc3sc(C(=O)O)cc3cc12	90	93	90	95	95	18	-15	1	8	88	0.3
O=C(NNC(=O)c1cccs1)c1ccc(Cl)c([N+](=O)[O-])c1	99	98	97	98	102	23	·	20	17	99	1.6
CCSc1nc2c(c(=O)[nH]1)C(c1ccc(C)cc1)C1=C(CCCC1=O)N2 (stereo not given)	94	93	93	93	94	11	-24	4	18	98	0.2
Oc1ccc(/C=N/N2CCN(C3c4ccccc4-c4ccccc43)CC2)c(O)c1	92	93	92	93	93	9	0	0	19	98	0.4
COc1cccc(CNC(=O)CCC2CCCN(C(=O)c3cccc4c(C)c(C)[nH]c34)C2)c1 (stereo not given)	96	99	96	101	110	15	8	1	6	103	1.2
O=C(CSc1cccc[n+]1[O-])Nc1ccc(C(F)(F)F)cc1[N+](=O)[O-]	94	97	94	94	96	27	10	4	12	99	0.7
c1ccc(CNc2ncnc3c2cnn3Cc2ccccc2)cc1	104	101	100	103	100	24	-1	2	42	106	0.2
Cc1ccc(NC(=S)NNC(=O)c2ccc(N3CCOCC3)c([N+](=O)[O-])c2)cc1C	93	90	95	94	96	12	11	-3	9	99	-0.4
